# SENP7 inh = SENP7 protease inhibitors, primary screen, biochemical, luminescence, uHTS. Sentrin-specific protease 7 (Homo sapiens), Q9BQF6. 1.5% of 330,000 active. recombinant SENP7, Z-RLRGG-aminoluciferin luminescence, 40 min. AID 434973, 2010. inhibition, % at 5 µM;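 active = inhibition above about 50% at the single test dose, limit read from the data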;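 also: plate controls were DMSO with enzyme for no effect and no enzyme buffer wells for full effect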
# Target sequence (Q9BQF6 706-1050 limits assumed): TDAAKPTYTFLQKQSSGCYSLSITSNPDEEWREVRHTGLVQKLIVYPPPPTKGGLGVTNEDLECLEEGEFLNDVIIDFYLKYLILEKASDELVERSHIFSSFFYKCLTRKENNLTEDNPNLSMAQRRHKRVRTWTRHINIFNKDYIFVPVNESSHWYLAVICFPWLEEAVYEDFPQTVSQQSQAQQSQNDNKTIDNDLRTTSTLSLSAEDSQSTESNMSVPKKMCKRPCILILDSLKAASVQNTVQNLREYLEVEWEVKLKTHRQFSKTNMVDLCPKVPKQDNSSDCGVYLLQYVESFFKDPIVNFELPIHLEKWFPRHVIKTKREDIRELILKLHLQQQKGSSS
# SENP8 block = SENP8 protease inhibitors, primary screen, biochemical, luminescence; Sentrin-specific protease 8 (Homo sapiens), Q96LD8; purified SENP8, Z-RLRGG-aminoluciferin cleavage; inhibition, % at 10 µM; 1.2% of 330,000 active; AID 2540, 2010
# Target sequence (Q96LD8 whole entry, looked up): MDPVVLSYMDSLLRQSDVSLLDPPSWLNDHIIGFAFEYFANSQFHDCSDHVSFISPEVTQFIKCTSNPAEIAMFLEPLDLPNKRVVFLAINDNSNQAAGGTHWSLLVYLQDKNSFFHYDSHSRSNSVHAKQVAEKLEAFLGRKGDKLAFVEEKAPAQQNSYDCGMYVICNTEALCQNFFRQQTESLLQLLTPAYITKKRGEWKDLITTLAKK
# Gli-Sufu antag = Gli-Sufu pathway antagonists, primary screen, luciferase luminescence, Sufu-KO-LIGHT cells, uHTS | Sufu-KO-LIGHT fibroblasts, Gli luciferase reporter luminescence | inhibition, % at 5 µM | 0.74% of 340,000 active;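 active = inhibition above about 55%, limit read from the data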;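 also: 0% = DMSO-treated cells and 100% = wells with medium but no cells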
# Jurkat NFkB inh = inhibitors of induced NF-kB luciferase reporter, primary screen, TCR NF-kB activation inhibitor project, cell-based, luminescence, uHTS | 0.53% of 330,000 active | inhibition, % at 4 µM | Jurkat, PMA/ionomycin-induced NF-kB luciferase reporter | AID 435003, 2010
# HKDC1 inh = HKDC1 hexokinase inhibitors, primary screen, biochemical, fluorescence, uHTS | Q2TB90 | inhibition, % at 20 µM | 0.16% of 340,000 active | AID 493160, 2011 | recombinant HKDC1, G6PDH/diaphorase resazurin coupled fluorescence;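 active = inhibition above about 35% when tested at 20 µM, limit read from the data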;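 also: plate controls were DMSO wells with enzyme for no effect and DMSO wells lacking enzyme for full effect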
#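 Test system: Recombinant HKDC1 (HK5) hexokinase enzyme, produced in-house | Input: HKDC1 at 5 µg/mL | Buffer or medium: Tris pH 8.0 buffer with MgCl2, Tween-20, BSA, BME | Schedule: 90 min reaction incubation at room temperature, dark | Technique: Resazurin-to-resorufin fluorescence via G6PDH and diaphorase coupling, 525/613 nm | Controls: DMSO wells with and without enzyme mix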
# 697 NFkB inh = inhibitors of PMA/ionomycin-induced NF-kB reporter, 697 cells, primary screen, B-cell NF-kB inhibitor project, cell-based, luminescence, uHTS; 697 B-cell NF-kB luciferase reporter, 16 h; inhibition, % at 4 µM; 0.33% of 330,000 active; AID 435022, 2010; in the data active = inhibition above about 35%
# Apaf-1 inh = inhibitors of human Apaf-1 apoptosome, primary screen, biochemical, DEVD-Rh110 fluorescence, uHTS; Apoptotic protease-activating factor 1 (Homo sapiens), O14727; 0.71% of 330,000 active; inhibition, % at 20 µM; reconstituted apoptosome caspase-3 activity; active = inhibition of at least 40% at 20 µM;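 also: plate controls were DMSO wells for no effect and DEVD-CHO caspase inhibitor wells for full effect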
#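 Material: biochemical Apaf-1 apoptosome reconstitution. Medium: Hepes buffer, pH 7.5. Also added: cytochrome c activation, bis-DEVD rhodamine 110 substrate. Timing: 30 min compound preincubation, 50 min activation, room temperature. Measured by: rhodamine 110 fluorescence at Ex 480/Em 540 nm.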
# UBC13 polyUb = UBC13 polyubiquitin chain formation inhibitors, primary screen, biochemical, TR-FRET, uHTS | Ubiquitin-conjugating enzyme E2 N (Homo sapiens), P61088 | inhibition, % at 20 µM | 0.47% of 330,000 active; in the data active = inhibition above about 45%, passing the limit was not always enough
# Target sequence (P61088 whole entry, looked up): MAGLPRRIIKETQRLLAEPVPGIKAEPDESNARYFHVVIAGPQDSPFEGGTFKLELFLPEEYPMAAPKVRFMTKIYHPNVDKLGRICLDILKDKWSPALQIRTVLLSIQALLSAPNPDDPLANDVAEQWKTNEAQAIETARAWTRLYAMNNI
# Active calls of the source: *; . = not tested or not shown. Rule as the data show it, unless noted: active = inhibition above about 50%; inactive = the rest.
Molecule	SENP7 inh	SENP8 block	Gli-Sufu antag	Jurkat NFkB inh	HKDC1 inh	697 NFkB inh	Apaf-1 inh	UBC13 polyUb
COc1cccc(N2CCN(CC(=O)c3c[nH]c4ccc(OC)cc34)CC2C)c1 (configuration not stated)	5.7	-1.9	-1.4	-19.5	4.8	2.9	24.3	5.9
CC(C)(C)NC(=O)C(c1ccncc1)N(Cc1cccs1)C(=O)c1csnn1 (configuration not stated)	-5.3	0.7	-13.8	12.8	-0.8	22.3	-6.4	12.6
Cc1cccc(C)c1N=Cc1c(O)n(-c2nccs2)c(=O)c2ccccc12	-7.3	-2.1	9.1	-0.3	7.4	20.0	16.6	9.5
Clc1ccc(Cl)c2sc(N3CCOCC3)nc12	-2.2	-12.5	-5.5	-15.9	1.5	-51.7	15.4	-7.9
CCN(CC)c1ccc(NC(=O)COC(=O)COc2ccccc2[N+](=O)[O-])cc1	5.1	-2.8	.	12.0	-1.1	-18.5	-3.0	0.4
CC(CS(=O)(=O)c1cccc2cccnc12)N1CCCCC1 (configuration not stated)	-4.5	1.2	5.5	4.1	0.1	5.4	-15.6	-2.3
CCC(C)(C)NCC(=O)Nc1ccc(OC(F)(F)F)cc1	0.3	-4.0	-11.2	1.9	0.8	4.8	4.8	9.3
CN1C[C@@H]2C(c3ccccc3)C3(c4cccnc4)CC2(C3)[C@H]1c1ccccc1 (some centres not stated)	9.0	3.5	-21.1	-7.0	-2.7	10.0	20.8	16.8
Cc1ccccc1CN1CCN(CC(=O)NCc2ccccc2)C1=O	3.1	-0.1	8.6	-7.1	-8.7	2.6	-15.5	9.0
COc1ccc(NC(=O)c2ccc(COCC(F)(F)C(F)F)cc2)cc1OC	2.0	0.4	1.0	-3.5	14.8	8.4	-9.9	1.3
O=c1c2c(nc3cc(-c4cccc(Cl)c4)[nH]n13)CCC2	56.5*	45.3	-55.2	-91.8	19.0	-144.1	-8.7	9.4
Cn1cc(Br)c(C(=O)N/N=C/c2cccc(OC3CSC3)c2)n1	-2.9	-9.1	-7.5	-5.4	-1.7	-13.1	13.2	-15.9
CC1C(=O)C(C)C(c2ccc(Cl)cc2)NC1c1ccc(Cl)cc1 (configuration not stated)	3.8	-4.4	-3.0	0.2	0.2	-15.4	2.2	0.0
Cc1cccc(C(=O)Oc2csc(=S)n2C(=O)c2cccc(C)c2)c1	-6.0	-11.1	1.0	-3.8	6.2	-9.3	10.9	-19.8
CC(=O)c1ccc(OCc2cc(C(=O)N(C)CCOc3ccc(C)cc3)no2)cc1	6.2	10.9	-49.8	-123.4	0.1	-100.2	31.8	1.7
O=C(OCn1nnc2ccccc2c1=O)C1COc2ccccc2O1 (configuration not stated)	6.0	7.4	-12.0	10.2	-6.8	4.5	6.8	-4.5
O=C(c1ccccc1Br)N1CCN(c2ccccn2)CC1	2.6	-3.7	10.2	-14.6	-0.3	13.6	10.2	4.3
Cc1ccc(S(=O)(=O)Nc2ccc(S(=O)(=O)NC(C)(C)C)cc2)cc1	-0.5	3.5	6.2	-6.5	-7.2	17.5	-4.8	2.0
CCCc1cnc(N2CCN(C(=O)c3c(-c4ccccc4)noc3C)CC2)nc1	5.4	1.8	3.2	15.8	1.6	1.5	6.0	9.3
CCSc1nc(N)c(NC(=O)c2ccc(Br)o2)c(=O)[nH]1	1.9	0.2	-4.6	5.8	-4.5	-0.6	-0.3	-1.6

# Carrying on:
Molecule	SENP7 inh	SENP8 block	Gli-Sufu antag	Jurkat NFkB inh	HKDC1 inh	697 NFkB inh	Apaf-1 inh	UBC13 polyUb
N#Cc1ccc(C(=O)Nc2cc(C3CC3)nn2-c2ccccc2)cc1	0.5	-4.3	2.7	12.3	-4.3	20.2	-3.4	1.6
CCCN(C1CCS(=O)(=O)C1)S(=O)(=O)c1ccc2ccccc2c1 (configuration not stated)	-4.2	9.4	-4.5	5.2	-5.5	18.9	-2.9	-8.7
Nc1nnc(SCC(=O)Nc2nnc(-c3ccccc3)o2)s1	-2.8	-0.2	-5.3	7.1	-4.4	-9.0	-7.4	-8.4
Cc1nc(NC(C)c2ccccc2)c2c3c(sc2n1)CCC3 (configuration not stated)	-1.7	2.4	26.6	3.2	-2.7	-5.5	5.1	8.2
COc1ccc(CCn2c(=N)c(C(=O)NCCN3CCOCC3)cc3c(=O)n4ccccc4nc32)cc1OC	6.3	-1.1	-4.6	-3.6	-4.8	12.2	-6.2	-7.7
COc1cc(NC(=O)c2ccccc2)cc(OC)c1	46.9	12.0	-45.6	-25.0	-3.7	-52.7	8.3	1.6
COc1ccccc1Nc1ncnc2c1c(C)c(C)n2CCCN(C)C	-1.9	5.8	17.4	-23.7	-0.7	-3.4	3.2	16.2
CN1CCN(c2cc(C(F)(F)F)nc3ccc(F)cc23)CC1	2.4	2.0	14.8	4.9	-3.2	-7.9	-25.2	-2.3
CCOc1cc(OCC)nc(S(C)(=O)=O)n1	-0.5	-3.1	6.9	14.7	-4.9	-18.6	3.9	-11.2
Cc1cccc(NC(=O)c2oc(=O)c3ccccc3c2-c2ccccc2)c1C	-4.6	-7.6	0.8	3.3	-7.6	7.6	20.9	-10.3
Cc1cc(C)c(C(=O)NNC(=O)c2cccnc2)c(C)c1	-6.8	-2.9	3.9	12.2	-0.9	9.3	-0.6	7.1
Cc1ccc(C)c(Cn2c(=O)n(CCCC(=O)NCc3ccco3)c(=O)c3ccccc32)c1	4.8	-3.4	1.7	9.6	1.3	0.0	0.9	8.8
COc1ccc(C(=O)Nc2nncs2)c(OC)c1	-8.2	-10.6	-54.8	-59.3	-4.4	-70.8	-0.8	4.0
c1ccc(-c2cc3c(N4CCN(c5ncccn5)CC4)ncnc3s2)cc1	-6.7	2.4	1.9	0.4	-5.5	-2.9	15.9	4.4
COc1cc(OC)cc(N2C(=O)CSCC2=O)c1	4.7	3.5	2.0	3.3	0.7	1.3	-11.1	-0.5
CC1CN(Cc2nc3c(c(=O)[nH]c(=O)n3C)n2CC(N)=O)CC(C)O1 (configuration not stated)	-3.3	7.3	0.8	4.1	-4.4	10.4	-3.0	-4.1
CCOC(=O)c1c(-c2ccco2)csc1NC(=O)COC(=O)c1cnc(C)cn1	3.2	-3.5	-5.3	5.3	5.9	1.0	16.6	-1.0
COc1ccc(N2CCN(C3CCCN(S(=O)(=O)c4ccc(C)cc4C)C3)CC2)cc1 (configuration not stated)	-0.5	-5.7	59.8*	2.9	6.7	-31.0	25.8	0.1
Cc1ccc(-n2c(C)cc(C(=O)CSc3nnnn3C)c2C)cc1	69.4*	59.6*	-106.3	-110.0	2.7	-247.9	16.0	5.6
COc1ccc2oc(C(=O)OCC(=O)Nc3cc(S(=O)(=O)N4CCOCC4)ccc3C)c(C)c2c1	1.3	-10.2	6.0	24.8	-3.7	-5.5	8.5	11.1

# An excerpt from above in order of the SENP7 inh value, falling.
SMILES,SENP7 inh,Jurkat NFkB inh,HKDC1 inh,697 NFkB inh,UBC13 polyUb
CN1CCN(c2cc(C(F)(F)F)nc3ccc(F)cc23)CC1,2.4,4.9,-3.2,-7.9,-2.3
Cc1nc(NC(C)c2ccccc2)c2c3c(sc2n1)CCC3 (configuration not stated),-1.7,3.2,-2.7,-5.5,8.2
CC1CN(Cc2nc3c(c(=O)[nH]c(=O)n3C)n2CC(N)=O)CC(C)O1 (configuration not stated),-3.3,4.1,-4.4,10.4,-4.1
Cc1cc(C)c(C(=O)NNC(=O)c2cccnc2)c(C)c1,-6.8,12.2,-0.9,9.3,7.1

# (more compounds)
Molecule	SENP7 inh	SENP8 block	Gli-Sufu antag	Jurkat NFkB inh	HKDC1 inh	697 NFkB inh	Apaf-1 inh	UBC13 polyUb
O=C(COC(=O)c1ncc(Cl)c(Cl)c1Cl)NC(=O)NCc1ccccc1	0.0	0.5	8.8	-10.6	0.3	-22.6	21.0	-12.2
Cc1cccc(OCCn2cnc(Cl)c2Cl)c1	-1.2	1.3	-2.4	10.0	-6.3	14.0	-21.9	12.8
COc1cccc(/C=N/NC(=O)C(=O)N2CCCCCC2)c1OC	1.9	8.1	3.5	7.7	-3.7	14.9	-6.5	-3.4
Cc1ccn(CC(=O)N2CCCC(C(=O)c3cccc4ccccc34)C2)n1 (configuration not stated)	-4.4	-4.0	2.7	-21.3	-1.2	-11.6	16.3	-17.0
COc1ccc(/C=C/C(=O)NC(=S)NNC(=O)c2cccs2)cc1	-7.0	-2.6	-5.6	5.2	-30.6	-89.2	11.5	-33.9
CC1CCN(S(=O)(=O)c2ccc3c(c2)c(=O)c(C(=O)N2CCOCC2)cn3C)CC1	-2.3	-0.8	-10.3	4.4	-4.2	10.0	-2.7	-3.5
Cc1ccc(Cn2c(C(=O)NCCCN3CCOCC3)cc3sccc32)cc1	6.6	4.7	1.7	3.5	1.8	8.6	-16.4	7.2
CS(=O)(=O)N(CC(=O)NCc1ccccc1Cl)C1CCCCC1	-7.7	-2.1	0.7	-8.4	-14.2	8.1	-2.4	5.4
COc1ccccc1-n1nnnc1SCC(=O)NC1CCCCC1	-4.5	5.8	-15.9	-0.3	-2.2	18.3	12.5	2.7
Cc1ccc(C(=O)CC(C(=O)O)n2cnc([N+](=O)[O-])n2)cc1 (configuration not stated)	5.3	-0.8	5.5	-2.1	-4.8	9.9	9.6	-8.5
O=C(Cn1ccccc1=O)c1ccc(Cl)cc1	-3.5	-13.4	-1.4	3.5	-9.2	21.0	3.0	-7.6
COCCCNC(=S)Nc1ccccc1[N+](=O)[O-]	3.8	0.1	-19.4	2.9	-4.9	5.5	-7.3	6.5
O=c1c2c3c(sc2n(CCN2CCCC2)c(=O)n1Cc1ccccc1)CCCCC3	2.1	-3.4	10.3	10.5	1.0	1.9	17.7	24.8
O=C(O)CC(c1cccc(C(F)(F)F)c1)N1CCS(=O)(=O)CC1 (configuration not stated)	-7.2	-7.8	4.0	-1.7	-4.3	-4.3	6.7	-5.5
CCCCCCCCN1[C@@H](CC(=O)OCC)c2cc(F)ccc2S1(=O)=O	-15.3	-10.9	-4.2	19.9	4.2	-15.7	26.2	13.3
O=c1c2cccc3c2c(nn1CN1CCOCC1)-c1ccccc1-3	-4.7	-5.3	-10.1	-17.5	9.9	16.1	13.6	1.2
O=C(Cn1cnc2ccccc2c1=O)c1cccs1	3.7	4.7	-10.7	-12.9	-6.5	14.1	0.4	7.4
CCN(C(=O)CSc1nnc(-c2ccc(Cl)cc2)n1C)C1CCS(=O)(=O)C1 (configuration not stated)	7.2	-2.1	-2.5	-4.6	-3.7	-5.3	-7.4	4.1
CCOc1ccc(C(C)=O)cc1CSc1nc2nc(C)cc(C)n2n1	-11.6	-4.4	13.4	5.3	-8.6	-10.0	11.8	4.2
COc1ccc(C2=CC3=CC(=O)C(C)(O)C(=O)C3=CO2)cc1 (configuration not stated)	1.0	-0.7	.	1.7	.	27.6	15.5	-67.9
O=C(CCC1CCCN(C(=O)c2cccc(F)c2)C1)N1CCN(c2ccccn2)CC1 (configuration not stated)	-7.7	-1.2	-3.6	-15.0	-2.4	-0.7	1.8	-0.4
COc1cccc(SCC2(O)CCN(C(=O)c3ccc(Cl)cc3)CC2)c1	-5.6	-11.7	-0.5	-0.1	-9.2	-12.3	17.8	-1.5
Nc1nnc(Cc2ccccc2F)s1	-4.6	-6.2	-3.6	9.5	-10.9	5.7	-4.3	9.8

# Quoted at random: 2 records from the list.
Molecule	SENP7 inh	SENP8 block	Gli-Sufu antag	Jurkat NFkB inh	HKDC1 inh	697 NFkB inh	Apaf-1 inh	UBC13 polyUb
Cc1ccc(Cn2c(C(=O)NCCCN3CCOCC3)cc3sccc32)cc1	6.6	4.7	1.7	3.5	1.8	8.6	-16.4	7.2
CC1CCN(S(=O)(=O)c2ccc3c(c2)c(=O)c(C(=O)N2CCOCC2)cn3C)CC1	-2.3	-0.8	-10.3	4.4	-4.2	10.0	-2.7	-3.5
